Vif-APOBEC3G blk – inhibitors of Vif-APOBEC3G interaction; Q9HC16; HeLa A3G-eYFP + Vif (tagged APOBEC3G with the HIV-1 protein that degrades it), YFP fluorescence, overnight; Potency, µM (titrated, usually from 46.1 µM), for inactives: at the top dose activity, negative = active, actives largely listed as inhibitors; 410,000 tested, 0.076% active; AID 602310;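 also: potency is read from the fitted curve at half-maximal effect; % is scaled to controls: 0 for no effect and ±100 for the full control effect; nearly all actives have a fitted effect of over 60% in size; hits raise eYFP signal because A3G escapes Vif-driven loss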
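HeLa cells stably expressing Vif and C-terminally eYFP-tagged A3G, seeded overnight at 37 deg C, then exposed to compound by pintool overnight at 37 deg C. Rise in yellow fluorescence (Ex 488/Em 500-530, Acumen) marks blocked Vif-driven A3G degradation.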
D1 agonist – human D1 receptor agonism; P21728; HEK293 T-REx D1 cells, calcium flux, agonist mode; activation, % at 2 µM; 360,000 tested, 1% active; in the data active = activation above about 30%; also: 0% is about no effect
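Inducible HEK293 T-REx D1 cells, force-coupled to calcium signalling, were plated at 4000 cells/well with tetracycline and held overnight at 30 C. After no-wash calcium dye loading, compound-evoked calcium rise over 180 s flagged agonists.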
LDHA inh – blocks human lactate dehydrogenase A | activity change, % (values are at about 110 or 230 µM) | AID 1347041 | purified LDHA, NADH/diaphorase-resazurin fluorescence; hits give low values | 480,000 tested, 0.15% active | P00338; in the data active = activity change below about -30%; inconclusive = mostly about -25% to -30%;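 also: plate controls were DMSO wells for no effect and wells without enzyme for full effect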
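Human LDH5 at 2 nM final in Tris HCl pH 7.4 with 0.06 mM NADH and 0.2 mM pyruvate, reacted 5 minutes at room temperature. Remaining NADH coupled via diaphorase/resazurin; resorufin fluorescence read at 0 and 20 minutes, normalized to enzyme-free and DMSO wells.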
D1 PAM – enhances dopamine response at the human D1 receptor; potentiation, % at 10 µM; 360,000 tested, 0.036% active; P21728; HEK293 TREx D1 cells, calcium flux, dopamine EC20 potentiation; in the data active = potentiation above about 30%; also: 0% is about no effect
Vif-APOBEC3F blk – inhibitors of Vif-A3F interaction. HeLa A3F-eYFP + Vif (tagged APOBEC3F with the HIV-1 protein that degrades it), YFP fluorescence increase. 390,000 tested, 0.2% active. Potency, µM (titrated, usually from 46.1 µM), for inactives: at the highest dose activity, negative = active; also: potency is read from the fitted curve at half-maximal effect; % of control where 0% means no effect; nearly all actives have a fitted effect of over 65% in size
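Fluorescence increase (Ex 488/Em 500-530) after overnight compound treatment at 37 deg C flags inhibition of Vif-driven A3F-eYFP loss in stable HeLa A3F-eYFP/Vif cells seeded overnight beforehand.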
RXFP1 ag – agonists of human relaxin receptor RXFP1; Q9HBX9; HEK293T-RXFP1 cAMP TR-FRET, 30 min; response scale: percent of porcine relaxin response, buffer zero; Potency, µM (top dose mostly 57.5 µM), without a hit: at the top dose activation, actives largely listed as activators; 370,000 tested, 0.3% active; also: potency is read from the fitted curve at half-maximal effect; % is scaled to controls: 0 for no effect and ±100 for the full control effect; nearly all actives have a fitted effect of over 60% in size; many of its hits are not listed in these tables
Target sequence (Q9HBX9 whole entry, looked up): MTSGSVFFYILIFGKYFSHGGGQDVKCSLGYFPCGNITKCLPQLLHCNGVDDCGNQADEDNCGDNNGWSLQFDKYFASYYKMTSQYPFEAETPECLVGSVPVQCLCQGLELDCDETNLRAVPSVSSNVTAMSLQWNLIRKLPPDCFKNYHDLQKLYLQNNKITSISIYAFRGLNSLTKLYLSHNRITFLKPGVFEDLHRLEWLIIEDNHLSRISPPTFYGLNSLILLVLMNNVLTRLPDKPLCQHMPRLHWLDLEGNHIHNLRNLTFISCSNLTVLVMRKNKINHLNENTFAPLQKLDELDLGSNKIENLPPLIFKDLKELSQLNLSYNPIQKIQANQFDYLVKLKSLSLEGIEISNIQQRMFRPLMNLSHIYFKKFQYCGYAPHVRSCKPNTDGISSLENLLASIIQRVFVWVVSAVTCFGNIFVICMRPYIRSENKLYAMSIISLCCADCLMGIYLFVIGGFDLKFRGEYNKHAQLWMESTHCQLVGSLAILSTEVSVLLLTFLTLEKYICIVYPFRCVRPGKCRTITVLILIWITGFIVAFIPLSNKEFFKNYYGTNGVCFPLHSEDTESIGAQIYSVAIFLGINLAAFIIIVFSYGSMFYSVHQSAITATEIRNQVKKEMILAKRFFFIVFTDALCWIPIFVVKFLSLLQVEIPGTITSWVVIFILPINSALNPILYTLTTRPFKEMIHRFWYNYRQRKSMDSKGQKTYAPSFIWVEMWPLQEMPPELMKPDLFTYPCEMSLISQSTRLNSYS
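cAMP rise read by TR-FRET after 30 min, 37C compound exposure (up to 58 uM) in RXFP1-transfected HEK293 cells with Ro 20174 present. EC50 from Hill-equation fits, with 29 nM porcine relaxin as 100% and buffer as basal.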
GRP78 ERSR act – ER stress response induction in glioma; U87-MG GRP78 promoter luciferase reporter, 16 h; Potency, µM, for inactives: at the top dose activation, hits mostly activators; 420,000 tested, 0.02% active; AID 602332; also: potency is read from the fitted curve at half-maximal effect; series mostly up to about 76 µM; % of control where 0% means no effect; nearly all actives have a fitted effect of over 35% in size
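Stably transfected U87-MG glioma cells carrying a GRP78-based luciferase sensor; 16 h compound incubation. Luminescence end-point read 10 min after Bright-Glo addition at room temperature.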
D1 antag – human D1 dopamine receptor antagonism; HEK293 TREx D1 cells, calcium flux, dopamine EC80; hits give low values; P21728; AID 504652; 360,000 tested, 3.2% active; activity change, negative = inhibition, % at 10 µM; in the data active = activity change below about -30%; also: % is scaled to controls: 0 for no effect and ±100 for the full control effect
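Antagonism measured as reduced calcium response to an EC80 dopamine addition following 180 s compound pre-read; cells were inducible HEK293 Trex D1 plated overnight at 30 C, read kinetically at 1 cycle/sec.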
D2 potentiator – positive allosteric modulators of human D2 dopamine receptor; P14416; HEK293 T-REx D2, calcium flux, EC20 dopamine potentiation; potentiation, % at 10 µM; 340,000 tested, 0.34% active;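 active = potentiation over 3 SD above the plate norm, cut at about 30% in these data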; also: 0% is about no effect
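Calcium flux readout, no-wash dye, 1 read/s. Inducible HEK293 Trex D2 line, overnight 30 C. Compound alone 180 s (agonist flags), then EC20 dopamine, another 180 s to score potentiation.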
Active calls of the source: *; ? = inconclusive; nt = no result given; & = joins results of further samples. Unless noted, calls follow the shape of the dose curve; as a rule, active = well fitted curve in the direction sought with a large enough effect; inconclusive = small, poorly fitted or top-dose-only effect, or another doubt; inactive = no such curve, though single readings can be large; an effect the other way counts as inactive or inconclusive. A portion of the library; count on the stated rates, not on these rows.

nr | Compound | Vif-APOBEC3G blk | D1 agonist | LDHA inh | D1 PAM | Vif-APOBEC3F blk | RXFP1 ag | GRP78 ERSR act | D1 antag | D2 potentiator
1 | COc1cc(-c2cc(=O)c3ccccc3o2)ccc1O | 1% | 0 | -4 | 6 | 0% | 3.6% | -3%&-3% | 5 | 4
2 | O=C(c1cn(-c2ccccc2)nc1-c1ccccc1)n1nnc2ccccc21 | 3% | 3 | -3 | 0 | 2% | 0.4% | -1% | -9 | -6
3 | O=C(Cc1ccc(NC(=O)C2CCCN(C(=O)C3CCCCC3)C2)cc1)Nc1cccc(C(=O)N2CCCCC2)c1 (configuration not stated) | -4% | nt | -2 | nt | 2% | nt | -2% | nt | nt
4 | O=C(Nc1ccc2c(c1)C(=O)N(CC1CCCO1)C2=O)c1cccc(Br)c1 (configuration not stated) | -1% | 1 | 0 | -2 | -13% | 2.6% | 7% | -8 | 8
5 | CNC(=O)c1[nH]cnc1C(=O)Nc1ccccc1OC | 0% | -1 | -3 | 2 | 0% | 2.0% | 0% | 2 | 9
6 | Cc1cc(C)n(CC(=O)NC2CCCN(Cc3ccc(Cl)cc3)C2)n1 (configuration not stated) | 2% | 3 | 0 | 0 | -13% | -2.0% | -4% | -1 | 5
7 | COc1ccc(NC(=O)N(C)C[C@H]2Oc3ccc(NC(=O)C4CC4)cc3CC(=O)N([C@@H](C)CO)C[C@@H]2C)cc1 | 0% | nt | -5 | nt | 8% | nt | 2% | nt | nt
8 | O=C(CSc1cccc(C(F)(F)F)c1)Nc1ccc(N2CCOCC2)cc1 | -4% | nt | -6 | nt | -9% | nt | -1% | nt | nt
9 | Cc1ccccc1/C=N/Nc1ccc(Cl)nn1 | 0% | -3 | -5 | 3 | 0% | 3.0% | -2% | 2 | 5
10 | O=C(O)C1CC(=O)N(c2ccc(OCc3c(F)cccc3Cl)cc2)C1 (configuration not stated) | 1% | 4 | -6 | -8 | -2% | -0.1% | -11% | 4 | 3
11 | Cc1ccc(-c2csc(NC(=O)CSc3nc4ccccc4c(=O)n3CCCN(C)C)n2)cc1 | -1% | 0 | 1 | -1 | -1% | 5.7% | -8% | -3 | -2
12 | CC(Sc1ccccn1)C(=O)Nc1ccc(S(N)(=O)=O)cc1 (configuration not stated) | 0% | 7 | -6 | 2 | 0% | 0.2% | -5% | 18 | 14
13 | CCCc1c(C(=O)N/N=C/c2ccc(OC)c(OCc3ccccc3)c2)nnn1-c1nonc1N | 2% | 6 | -7 | 0 | -8% | -4.8% | -4% | 4 | 2
14 | O=C(NCc1ccc(F)cc1)C1CCCN(C(=O)Nc2ccccc2)C1 (configuration not stated) | 2% | 1 | 0 | 0 | 0% | 2.4% | -4% | 9 | nt
15 | Cc1cc(C)c2c3c(sc2n1)C(c1cccc(F)c1)C(C#N)=C(N)O3 (configuration not stated) | -17% | 2 | -3 | -4 | -11% | 6.0% | -1% | 2 | 6
16 | CCN1CCN(c2c(S(=O)(=O)c3ccc(C)c(C)c3)cnc3ccc(F)cc23)CC1 | -6%&-4% | 1&-1 | -10&-5 | -10&-2 | -3%&-7% | 6.5%&5.2% | -2%&-2% | 19&-5 | -21&-26
17 | Cc1nn(Cc2ccc(F)cc2)c(Cl)c1/C=N/NC(=O)c1cccnc1 | -4% | 3 | -8 | 4 | 1% | 2.1% | 0% | 10 | 14
18 | Brc1ccc(-c2nn3c(Cc4ccccc4)nnc3s2)o1 | 2% | 2 | -7 | -1 | -7% | 1.4% | 0% | 0 | 0
19 | O=c1[nH]cnc2c1ncn2Cc1ccc([N+](=O)[O-])cc1 | -1% | 3 | -1 | -8 | -8% | 13% | 2% | 8 | -11
20 | Cc1cc2c(NC(=O)CCCC(=O)O)cccc2nn1 | -1% | 3 | 8 | -4 | 8% | 6.8% | -1% | 6 | nt
21 | O=C1OC(CCl)CN1Cc1ccc([N+](=O)[O-])cc1 (configuration not stated) | -7% | nt | -12 | nt | -1% | nt | -3% | nt | nt
22 | Cc1ccc(-c2nnc3n2N=C(c2ccc(Br)cc2)CS3)cc1 | -5% | 3 | -5 | -5 | -6% | 2.7% | -5% | 0 | 2
23 | O=C1NC2CCc3nc4ccccc4c(=O)n3C2=Nc2ccccc21 (configuration not stated) | 1% | -2 | 4 | 1 | -3% | 11% | -3% | 23 | 1
24 | CC1(C)CCC(=O)N2CC[C@H]3c4cc5ccccc5nc4C[C@@H]1[C@H]32 | -3% | nt | -3 | nt | 0% | nt | -3% | nt | nt
25 | COc1cc2c(=O)n(CC3CCCO3)c(=O)n(CC(=O)Nc3cccc(Cl)c3)c2cc1OC (configuration not stated) | -1% | 0 | -5 | -3 | 1% | 0.4% | -5% | -44* | 3
26 | Cc1ccc(C)c(NC(=O)CN(C)C(=O)C2CCCC2)c1 | 1% | 4 | -4 | -2 | -1% | -0.8% | -3% | 8 | -1
27 | COc1ccc(/C=C/C(=O)N2CCCc3ccccc32)cc1 | -9% | 8 | -6 | -7 | -14% | -0.7% | 8% | -32* | -15
28 | CN1CCC(OC(=O)c2ccccc2)CC1 | -1% | 7 | -9 | -5 | 8% | -1.0% | -2% | 5 | -5
29 | CCOc1ccccc1-n1c(SCC(=O)N2CCCc3ccccc32)nnc1-c1cccnc1 | 1% | 1 | 3 | -6 | 0% | -0.9% | -5% | -1 | -12
30 | COc1ccc(CN2C(=O)C(CC(=O)NCCc3ccccn3)CC(C(=O)N(C(C)C)C(C)C)=C2C)cc1 (configuration not stated) | -1% | nt | -6 | nt | 2% | nt | -4% | nt | nt

Entries listed above marked active in D1 antag:
| nr | Structure | D1 agonist | D1 PAM | RXFP1 ag | GRP78 ERSR act | D1 antag | D2 potentiator |
| --- | --- | --- | --- | --- | --- | --- | --- |
| 25 | COc1cc2c(=O)n(CC3CCCO3)c(=O)n(CC(=O)Nc3cccc(Cl)c3)c2cc1OC (configuration not stated) | 0 | -3 | 0.4% | -5% | -44* | 3 |
| 27 | COc1ccc(/C=C/C(=O)N2CCCc3ccccc32)cc1 | 8 | -7 | -0.7% | 8% | -32* | -15 |

(further entries)
The line under a structure holds: Vif-APOBEC3G blk, D1 agonist, LDHA inh, D1 PAM, Vif-APOBEC3F blk, RXFP1 ag, GRP78 ERSR act, D1 antag, D2 potentiator
31: Cc1ccc2c(c1)C(c1ccccc1)N(C(=O)c1cccc([N+](=O)[O-])c1)CC(=O)N2 (configuration not stated)
 : 0%, 1, -2, -5, -4%, -0.6%, -4%, -11, 8
32: CN(Cc1ccc(F)cc1)Cc1nc(-c2cnccn2)no1
 : -2%, 2, -5, 5, ?, 10%, -3%, -4, -7
33: O=C(Nc1noc2ccccc12)c1cccc(Cl)c1Cl
 : nt, 1, -8, -1, nt, 1.8%, nt, 3, -5
34: CC1=NN(c2ccc(C)c(C)c2)C(=O)/C1=C\C=C\c1ccc([N+](=O)[O-])o1
 : ?, 4, -3, -1, -13%, 0.7%, -7%, -16, 9
35: Cc1nn(C)cc1C1Nc2ccccc2C(=O)N1O (configuration not stated)
 : -5%, -1, -2, 2, nt, 1.2%, -2%, -2, 8
36: Cc1ccc(C)c(CNC(=O)c2ccc3c(c2)nc2n3CCCCC2)c1
 : -15%, -1, -1, 0, -4%, 7.3%, 1%, 9, -6
37: Clc1ccc(OCCSc2ncccn2)c2ccccc12
 : -5%, 8, 0, 3, -9%, 0.3%, 6%, 11, 7
38: CCOc1ccc(N=C2NC(=O)S/C2=C\c2ccc(Cl)cc2)cc1
 : 1%, 1, -9, -2, -12%, -1.5%, 0%, -10, -11
39: COC(=O)c1c(-c2c(Cl)cccc2Cl)noc1C(=O)NN
 : 4%, 5, -8, -3, 13%, -2.7%, -1%, 6, -1
40: COc1cc(C(=O)N/N=C/c2cc([N+](=O)[O-])cs2)cc(OC)c1OC
 : ?, 0, -6, 2, 1%, 7.4%, -3%, -11, 2
41: CC(C)S(=O)(=O)c1csc(NC(=O)Nc2cccc([N+](=O)[O-])c2)c1Cl
 : 5%, 20, 1, -9, -6%, 2.2%, 3%, -33*, -13
42: C/C(=N\NC(=O)c1cccc(F)c1)c1cccc(NC(=O)c2ccc(F)cc2)c1
 : 1%, 1, -1, -6, 0%, 0.1%, 6%, -13, -3
43: O=C(CSc1nnnn1CCCO)Nc1ccc2c(c1)OCO2
 : -2%, -2, -6, 7, 1%, -1.1%, -3%, -15, 8
44: Cc1ccc(NC(=O)CSc2nnc(NC(=O)c3ccc(S(=O)(=O)N4CCOCC4)cc3)s2)cc1
 : 1%, -1, -7, -8, 5%, 3.4%, 3%, -4, 14
45: N#Cc1cc(C(=O)c2cc(F)ccc2O)cn(-c2nccs2)c1=O
 : ?, 306*, -1, -7, ?, 6.3%, -6%, 7, 2
46: CC(C)C(c1nnnn1Cc1ccccc1)N1CCC(C(N)=O)CC1 (configuration not stated)
 : 4%, 3, -12, -4, -10%, 2.2%, -5%, 3, -11
47: Cc1cccc(C(=O)N2CCN=C2SCc2ccc([N+](=O)[O-])cc2)c1
 : -4%, 6, 0, 4, -5%, -0.6%, 0%, 5, nt

An excerpt of these results, field by field.
45: N#Cc1cc(C(=O)c2cc(F)ccc2O)cn(-c2nccs2)c1=O
  Vif-APOBEC3G blk: ?
  D1 agonist: 306*
  LDHA inh: -1
  D1 PAM: -7
  Vif-APOBEC3F blk: ?
  RXFP1 ag: 6.3%
  GRP78 ERSR act: -6%
  D1 antag: 7
  D2 potentiator: 2

46: CC(C)C(c1nnnn1Cc1ccccc1)N1CCC(C(N)=O)CC1 (configuration not stated)
  Vif-APOBEC3G blk: 4%
  D1 agonist: 3
  LDHA inh: -12
  D1 PAM: -4
  Vif-APOBEC3F blk: -10%
  RXFP1 ag: 2.2%
  GRP78 ERSR act: -5%
  D1 antag: 3
  D2 potentiator: -11

Bioassay records from PubChem.
